From PubChem
KB-3-1 tox – KB-3-1 parental cell cytotoxicity. KB-3-1 viability, CellTiter-Glo ATP luminescence, 72 h. Potency, µM (titrated, usually from 46.1 µM), for the others: at the highest dose activity change, negative = cytotoxic, usual class: cytotoxic. hit rate 1.4% among 400,000. AID 1347075; further: potency means the concentration at half of the fitted maximal effect; on the % scale 0 is the no-effect control and ±100 the full control effect; nearly all actives have a fitted effect of over 60% in size
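Screening of KB-3-1 cells (DMEM, 10% FBS, phenol-red free) ran from lowest to highest compound concentration; after 72 h at 37 °C viability was read luminescently and curves fitted.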
HT1080NT lethal – kills 2HG-producing HT-1080-NT fibrosarcoma cells; AID 686970; HT-1080-NT fibrosarcoma viability, CellTiter-Glo ATP luminescence, 48 h; hit rate 1.6% among 360,000; Potency, µM (top dose mostly 46.1 µM), without a hit: at the top dose activity, negative = less viability, usual class: cytotoxic;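 further: NT is the 2HG producing partner of a matched IDH1 knockdown line; potency means the concentration at half of the fitted maximal effect; 0% = DMSO-treated cells and -100% = media-only wells without cells; nearly all actives have a fitted effect of over 55% in size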
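Read-out is CellTiter-Glo luminescence after 10 minutes at room temperature, following 48 hours' compound treatment of HT-1080-NT cells (750 cells/well, RPMI, 5% FBS, 37 degrees C).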
DRD3 agonist – activates the human D3 dopamine receptor. D3R DiscoveRx beta-arrestin cells, luminescence, 90 min. hit rate 0.58% among 410,000. P35462. max activation, %. AID 652048; in the data active means max activation above about 30%; further: 0% is about no effect; mostly tested at two doses, the higher about 12 µM
Target sequence (P35462 whole entry, looked up): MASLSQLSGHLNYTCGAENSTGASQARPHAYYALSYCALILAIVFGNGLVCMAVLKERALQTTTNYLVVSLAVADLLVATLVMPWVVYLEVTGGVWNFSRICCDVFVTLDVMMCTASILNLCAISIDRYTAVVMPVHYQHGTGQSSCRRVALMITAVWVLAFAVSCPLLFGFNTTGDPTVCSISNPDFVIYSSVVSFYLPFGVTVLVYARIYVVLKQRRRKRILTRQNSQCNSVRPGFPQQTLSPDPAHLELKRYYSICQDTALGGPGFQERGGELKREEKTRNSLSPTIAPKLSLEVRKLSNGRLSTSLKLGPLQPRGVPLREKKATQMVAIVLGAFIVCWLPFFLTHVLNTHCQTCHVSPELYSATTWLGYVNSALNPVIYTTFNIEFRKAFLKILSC
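Cells at 1500/well, incubated overnight, then treated with pinned compounds (dopamine as control) for 90 min at 37 degrees C. DiscoveRx reagent added for 30 - 60 minutes at room temperature; luminescence read.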
KB-V1 MDR tox – KB-V1 MDR subline cytotoxicity; KB-V1 MDR cells viability, CellTiter-Glo, 72 h; Potency, µM (series often up to 46.1 µM), without a hit: top-dose activity change, negative = cytotoxicity, usual class: cytotoxic; hit rate 3.4% among 400,000; further: potency means the concentration at half of the fitted maximal effect; on the % scale 0 is the no-effect control and ±100 the full control effect; nearly all actives have a fitted effect of over 60% in size
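Following 72 h at 37 degrees C with compound, KB-V1 cell viability was read by CellTiter-Glo luminescence, medium being phenol-red-free DMEM plus 10% FBS; concentration-response parameters came from normalized, curve-fitted qHTS data.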
GLP1R ag – GLP-1 receptor (human) agonism; P43220; HEK293 GLP-1R CRE-luciferase, luminescence, 4-6 h; cells express a hypersensitive GLP-1R form; Potency, µM (doses to about 45.6 µM), without a hit: top-dose activation, hits mostly activators; hit rate 0.007% among 380,000; further: potency means the concentration at half of the fitted maximal effect; % of control where 0% means no effect
Target sequence (P43220 whole entry, looked up): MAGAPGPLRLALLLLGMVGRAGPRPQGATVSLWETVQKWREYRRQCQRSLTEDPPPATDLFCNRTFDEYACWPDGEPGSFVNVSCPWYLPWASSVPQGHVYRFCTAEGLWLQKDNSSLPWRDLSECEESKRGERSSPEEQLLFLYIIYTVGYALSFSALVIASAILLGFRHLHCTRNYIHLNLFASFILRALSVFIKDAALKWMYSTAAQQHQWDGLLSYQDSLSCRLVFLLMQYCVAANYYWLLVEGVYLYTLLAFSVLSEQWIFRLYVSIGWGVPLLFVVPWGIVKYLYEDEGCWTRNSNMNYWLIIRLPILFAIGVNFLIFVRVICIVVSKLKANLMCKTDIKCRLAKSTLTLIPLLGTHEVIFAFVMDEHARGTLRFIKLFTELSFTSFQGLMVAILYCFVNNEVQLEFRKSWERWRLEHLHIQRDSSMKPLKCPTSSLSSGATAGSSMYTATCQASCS
IL-1B inflam inh – blocks inflammasome-driven IL-1 beta release. THP-1 LPS/ATP IL-1B secretion, AlphaLISA, 16 h; stronger effect = lower value. activity change, % at 57.5 µM. hit rate 4.7% among 360,000. AID 743279; in the data active means activity change below about -50%; inconclusive means mostly about -30% to -49%; further: on the % scale 0 is the no-effect control and ±100 the full control effect
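THP-1 cells pretreated 1 hr with compounds (up to 57.5 uM final), then stimulated with LPS (250 ng/mL final) plus ATP (1.25 mM final); secreted IL-1B measured by AlphaLISA after 16 hr, decreased signal indicating inhibition.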
D3 antag – antagonists of human D3 dopamine receptor; P35462; D3R cells, DiscoveRx beta-arrestin luminescence, antagonist mode; stronger effect = lower value; max response, negative = inhibition, %; hit rate 2.5% among 360,000; in the data active means max response below about -50%; inconclusive means no clear call, values can overlap the other calls; further: on the % scale 0 is the no-effect control and ±100 the full control effect; mostly tested at two doses, the higher about 12 µM
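Cells plated overnight at 1500 cells/well, then exposed to library compounds with dopamine controls for 90 minutes at 37 degrees C. DiscoveRx reagent added for 30–60 minutes at room temperature; luminescence read, quantitative HTS format.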
HT1080 IDH1KD tx – toxicity to HT-1080 IDH1 knockdown cells (counter line) | HT-1080 IDH1 knockdown viability, ATP luminescence, 48 h | Potency, µM (titrated, usually from 46.1 µM), inactives show at the top dose activity, negative = toxicity, most hits filed as cytotoxic | hit rate 2% among 360,000 | AID 686971;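 further: potency means the concentration at half of the fitted maximal effect; 0% = DMSO wells and -100% = cell-free medium wells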
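After a 2 h attachment period, IDH1KD HT-1080 cells took pin-transferred compound for 48 h at 37 °C; ATP-based luminescence after 10 min room-temperature reagent incubation reported viability.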
SW480 rerep – inducers of DNA re-replication in SW480 colon cancer cells; hit rate 1.8% among 340,000; SW480 DNA re-replication, Hoechst DNA content imaging, 48 h; Potency, µM (highest dose often 46.1 µM), for the others: at the highest dose re-replication activation, actives largely listed as activators; further: potency means the concentration at half of the fitted maximal effect; % of control where 0% means no effect; nearly all actives have a fitted effect of over 55% in size
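Image-based DNA-content assay: after two days of treatment, nuclei were labelled with the DNA dye Hoechst and imaged, and hits were compounds raising the count of nuclei showing high fluorescence intensity.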
* = called active by the depositor; ? = inconclusive; / = not tested or not shown; [ ] = remark or other dose. Unless noted, the call rests on the fitted dose curve; in most records, active means well fitted curve in the direction sought with a large enough effect; inconclusive means small, poorly fitted or top-dose-only effect, or another doubt; inactive means no such curve, though single readings can be large; an effect the other way counts as inactive or inconclusive. Compounds were not picked by outcome; any-hit rate near 12%.

SMILES	KB-3-1 tox	HT1080NT lethal	DRD3 agonist	KB-V1 MDR tox	GLP1R ag	IL-1B inflam inh	D3 antag	HT1080 IDH1KD tx	SW480 rerep
N#Cc1ccccc1COC(=O)c1cc(S(=O)(=O)N2CCOCC2)ccc1F	0%	2%	14	13%	-4%	?	19	-23%	/
CC1=C(C(=O)N(C(C)C)C(C)C)CC(CC(=O)NC2CCCC2)C(=O)N1CCCN1CCCC1=O (stereo not given)	0%	16%	5	6%	1%	-5	4	10%	/
CC1CN(C(=O)COC(=O)[C@@H](NC(=O)c2ccccc2Cl)C(C)C)CC(C)O1 (stereo not given in full)	0%	7%	-2	?	-1%	28	-29	1%	4%
COc1ccccc1NCCC(=O)OCC(=O)Nc1cccc(S(=O)(=O)N(C)C)c1	-19%	0%[9.24 µM]	-2	5%	2%	-20	-7	-4%	-25%
COC(=O)CSc1nnc(-c2ccc(S(=O)(=O)N3CCCC3)cc2)o1	-3%	11%	0	15%	1%	-52*	5	7%	-1%
COc1ccccc1N(CC(O)COc1ccccc1C)S(=O)(=O)c1ccccc1 (stereo not given)	3%	-2%	3	-1%	5%	-13	5	-6%	5%
CC(C)C[C@H]1CN(CCCC[C@H]2CNC(=O)C(=O)N2Cc2ccccc2)C(=O)C(=O)N1Cc1ccccc1	?	17%	4	?	-4%	-4	8	13%	/
COc1cc(/C=C2/C(=O)N=C(N)N2C)cc(OC)c1OC	23%	15%	4	11%	1%	18	-22	9%	1%
Cc1noc(C)c1S(=O)(=O)Nc1ccc2c(c1)CC(=O)N([C@H](C)CO)C[C@H](C)[C@H](CN(C)S(=O)(=O)c1ccc(F)cc1)O2	4%	2%	5	?	7%	-16	2	3%	?
O=C(O)c1cc(NN=Nc2cccc([N+](=O)[O-])c2)cc([N+](=O)[O-])c1	-4%	5%	-3	16%	-5%	13	-10	4%	2%
O=C(NCc1ccco1)c1cc2ccccc2o1	-1%	13%	-1	1%	-8%	-13	2	15%	-3%[9.22 µM]
CCn1ccnc1CN(C)Cc1cn(-c2ccc(C)cc2)nc1-c1cccc(C)c1	-15%	?	3	-17%	20%	-249*	-25	26µM*	?
COc1cccc(NC(=O)COC(=O)c2c(C)nn(-c3ccccc3)c2C)c1	-18%	-7%	2	14%	-3%	-56*	-6	-1%	-19%
C=CCn1c(SCC(=O)c2c(N)n(C3CC3)c(=O)[nH]c2=O)nnc1-c1ccoc1C	/	28%	-5	/	0%	5	7	9%	-5%
CCn1c(Cn2nnc(-c3ccccc3)n2)nnc1SCc1ccc(Cl)c(Cl)c1	?	?	-6	23µM*	-2%	-1	25	?	21%

Random excerpt: three entries already listed
SMILES	KB-3-1 tox	HT1080NT lethal	DRD3 agonist	KB-V1 MDR tox	GLP1R ag	IL-1B inflam inh	D3 antag	HT1080 IDH1KD tx	SW480 rerep
COc1cccc(NC(=O)COC(=O)c2c(C)nn(-c3ccccc3)c2C)c1	-18%	-7%	2	14%	-3%	-56*	-6	-1%	-19%
C=CCn1c(SCC(=O)c2c(N)n(C3CC3)c(=O)[nH]c2=O)nnc1-c1ccoc1C	/	28%	-5	/	0%	5	7	9%	-5%
COC(=O)CSc1nnc(-c2ccc(S(=O)(=O)N3CCCC3)cc2)o1	-3%	11%	0	15%	1%	-52*	5	7%	-1%

Going on with the list:
SMILES	KB-3-1 tox	HT1080NT lethal	DRD3 agonist	KB-V1 MDR tox	GLP1R ag	IL-1B inflam inh	D3 antag	HT1080 IDH1KD tx	SW480 rerep
CN(CCCNC(=O)c1ccc(CS(=O)c2ccc(Br)cc2)o1)Cc1ccccc1 (stereo not given)	-12%	11%	-8	-22%	-5%	0	13	14%	0%
CCCNC(=O)COC(=O)c1cc(-c2ccc(OC)cc2)nc2ccccc12	-7%	0%	4	?	16%	11	8	-15%	-10%
Cc1nnc(NC(=O)c2cccc(S(=O)(=O)N(C)c3cccc(Cl)c3)c2)s1	0%	2%	1	-4%	-1%	6	24	3%	-12%
N=c1c(C(=O)NCC2CCCO2)cc2c(=O)n3ccccc3nc2n1C1CCCC1 (stereo not given)	20%	5%	6	-26%	3%	?	2	5%	?
Cc1sc2ncn(CC(=O)NCCCC(=O)N3CCN(c4ncccn4)CC3)c(=O)c2c1C	14%	4%	5	22%	-2%	-10	19	18%	-5%
C=CCn1c(SCC(=O)N(CCOC)c2c(N)n(CC(C)C)c(=O)[nH]c2=O)nc2ccccc21	1%	-1%	1	21%	0%	16	17	9%	0%
O=C(COc1ccccc1[N+](=O)[O-])N1CCCc2ccccc21	7%	2%	3	0%	17%	25	6	1%	-5%
CCc1ccc(NC(=O)c2sc3nc(C)c(Cl)c(C)c3c2NC(=O)c2ccccc2OC)cc1	?	/	-7	-15%	9%	/	/	/	/
Cc1ccc(S(=O)(=O)N2C[C@@H](C)[C@]3(C2)[C@H](O)[C@H](OC(=O)Nc2cccs2)C[C@H]2C(=O)N(c4ccccc4)C(=O)[C@H]23)cc1	0%	?	-2	9%	-6%	-109*	20	?	/
COc1cc(OC)c(OC)cc1CNCCSc1nnnn1C	3%	22%	0	-14%	0%	23	12	17%	1%
CC(OC(=O)c1ccc2c(=O)n3c(nc2c1)CCC3)C(N)=O (stereo not given)	14%	10%	-4	0%	6%	13	7	6%	1%
Cc1ccccc1CNC(=O)Nc1ccc(Cl)cc1	20%	8%	-4	12%	-2%	22	-1	11%	178%
Cc1ccc(S(=O)(=O)CCc2ccncc2)cc1	-4%	1%	2	-1%	-5%	45	22	2%	-12%
CCOC(=O)c1c(C)[nH]c(C(=O)CSc2nnc(CC(C)c3ccccc3)o2)c1C (stereo not given)	0%	?	8	-29%	0%	50	20	?	2%
CCOC(=O)C1CCCN(C(=O)c2ccc(Cl)c(S(=O)(=O)N3CCc4ccccc43)c2)C1 (stereo not given)	-7%	-6%	2	?	21%	45	4	-19%	2%
CC(=O)c1ccc(NS(=O)(=O)c2ccc(CC(C)C)cc2)cc1	-9%	?	-10	-1%	9%	10	?	-13%	-3%
CC(C)Oc1ccc(/C=C(\NC(=O)/C=C/c2ccco2)C(=O)NCCc2nc3ccccc3[nH]2)cc1	?	-2%	7	11%	-1%	-19	26	10%	3%
COc1cccc(/C=c2\s/c(=C/C(=O)c3ccc(C)cc3)[nH]c2=O)c1OC	6%	2%	-11	?	2%	-27	7	5%	-4%
COc1ccc(N(C(=O)c2ccco2)C(C(=O)NC2CCCC2)c2ccc(N(C)C)cc2)cc1OC (stereo not given)	14%	9%	1	1%	-11%	-2	1	10%	-1%[9.22 µM]
C/C(=N\Nc1nncc2ccccc12)c1ccc(Cl)c([N+](=O)[O-])c1	7%	16%	6	-10%	9%	-7	14	15%	30%
O=C(O)c1ccc(/C=C2\SC(=S)N(NC(=O)c3ccc(Br)cc3)C2=O)cc1	0%	-10%	3	2%	-3%	0	-21	-1%	-7%
O=C(c1ccco1)c1cn[nH]c1-c1ccc(Cl)cc1O	-9%	-8%	-5	9%	2%	-9	-12	-18%	1%
CN(C)CCCn1c(SCCN2C(=O)c3ccccc3C2=O)nc2ccccc2c1=O	12%	-8%	-10	-31%	1%	-26	-22	-12%	-2%
COCCn1c(C)cc(C(=O)COC(=O)c2cc3c(s2)CCC3)c1C	0%	-3%	1	-3%	0%	-11	13	-6%	3%
COc1ccc(Cl)cc1NC(=O)CC1CCCC1	18%	2%	-2	7%	8%	-7	8	-9%	2%
CCC1(C)Cc2c(sc3nnn(CC(=O)Nc4ccccc4C)c(=O)c23)CO1 (stereo not given)	1%	-1%	-5	15µM*	-9%	14	-27	-11%	1%
Oc1ccccc1CN(Cc1ccco1)CC(O)COCc1ccc(Cl)cc1 (stereo not given)	-3%	?	-9	?	1%	-99*	?	?	18%
Cc1ccc2c(c1)N(CC(=O)N1CCC(C)CC1)C(=O)c1cccnc1O2	-7%	0%	-7	-2%	4%	3	-12	-1%	6%
Fc1ccc(N/N=C/c2ccc(N3CCOCC3)cc2)c(F)c1	-5%	-1%	1	?	9%	13	-6	?	1%
COc1cccc(NC(=O)CN(C)C(=O)c2ccccc2OCC(=O)Nc2cccc(C(F)(F)F)c2)c1	-2%	2%	2	?	-31%	?	14	-2%	5%
CCN(CC)C(=O)[C@H]1CC(CC(=O)NCCN2CCOCC2)C(=O)N2CCc3c([nH]c4ccccc34)[C@]12C (stereo not given in full)	0%	5%	-28	0%	-1%	-3	-2	4%	1%
Cc1cccc(NS(=O)(=O)c2ccc(Br)s2)n1	4%	7%[9.24 µM]	12	5%	-2%	0	-15	-3%	-8%
O=C(CN1C(=O)S/C(=C/c2ccc(N3CCOCC3)cc2)C1=O)N1CCOCC1	-2%	6%	5	-18%	0%	6	-8	20%	7%
Nc1ccc(-c2nc3c(Cl)cc(N)cc3[nH]2)cc1	9%	2%	-3	-29%	4%	?	9	-13%	?
c1ccc(-n2nnnc2-n2nnc3ccccc32)cc1	-3%	1%	-1	9%	-2%	-17	7	-3%	1%[9.22 µM]
CN(Cc1ccccc1)C(=O)c1cccc(NC(=O)Cc2ccc(NC(=O)C3CCCN(C(=O)C4CCCC4)C3)cc2)c1 (stereo not given)	-3%	-14%	-16	?	8%	36	10	-13%	2%
CN1C(=O)CSC1=S	0%	29%	15	12%	-2%	14	6	11%	-30%[inhibitor]
O=C(Nc1ccc(F)cc1)c1sc(Cl)nc1-c1ccccc1	-10%	22%	3	-3%	-1%	-7	4	15%	-1%
Cc1c(C(=O)N2CCC(C(N)=O)CC2)oc2ccc(Br)cc12	3%	-1%	1	7%	17%	9	3	0%	?
Cc1ccc(-n2c(C)c(C)c3c(N)ncnc32)cc1	-4%	-13%	0	-12%	13%	-10	1	-2%	20%
CCCc1cc(C(=O)NCc2ccc(OC)cc2)no1	18%	22%	1	17%	-1%	3	-7	4%	-12%
